# Screening data deposited in PubChem by National Center for Advancing Translational Sciences (NCATS).
# TrxR1 substrate = qHTS Assay for Substrates of Mammalian Selenoprotein Thioredoxin Reductase 1 (TrxR1): qHTS. Potency, µM (titrated, usually from 114 µM), inactives show top-dose activity change, negative = substrate turnover. 390,000 compounds, 0.01% hits. purified TrxR1 substrate turnover, NADPH consumption readout; also: potency is read from the fitted curve at half-maximal effect; % is scaled to controls: 0 for no effect and ±100 for the full control effect; nearly all actives have a fitted effect of over 50% in size
#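 Rat TrxR1, dispensed at 90 nM, was prereduced with 400 uM NADPH (final) for 5 min at ~22 deg C, then incubated with compound 15 min before 400 uM selenite. A first-read NADPH fluorescence drop versus no-compound background flagged substrates.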
# Pin1 inhibitor = qHTS Assay to Find Inhibitors of Pin1; Peptidyl-prolyl cis-trans isomerase NIMA-interacting 1 (Homo sapiens), Q13526; Pin1 FP peptide displacement, HiFluor488, 10 min; Potency, µM (series often up to 115 µM), inactives show at the top dose activity, negative = inhibition, hits mostly inhibitors; 390,000 compounds, 0.009% hits; active = well fitted inhibition curve with a large enough effect in the polarisation, with a control signal flat, not every such curve was filed as active; inconclusive = small, poorly fitted or top-dose-only effect, or effect the other way, or a change in a side signal; inactive = no such curve, though single readings can be large or run the other way; the % refers to the polarisation; also: potency is read from the fitted curve at half-maximal effect; % is scaled to controls: 0 for no effect and ±100 for the full control effect
# Target sequence (Q13526 whole entry, looked up): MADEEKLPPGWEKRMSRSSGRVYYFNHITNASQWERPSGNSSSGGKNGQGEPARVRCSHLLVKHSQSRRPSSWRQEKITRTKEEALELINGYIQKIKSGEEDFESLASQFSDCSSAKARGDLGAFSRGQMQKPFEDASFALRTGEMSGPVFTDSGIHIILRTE
# HP1b binding inh = HTS for Inhibitors of HP1-beta Chromodomain Interactions with Methylated Histone Tails; AlphaScreen HP1-beta / biotin-H3K9me3 peptide binding; Potency, µM (doses to about 114 µM), without a hit: at the top dose activity change, negative = inhibition, hits mostly inhibitors; 390,000 compounds, 0.56% hits; also: potency is read from the fitted curve at half-maximal effect; nearly all actives have a fitted effect of over 70% in size; inactives centre near 23
#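 Compound inhibition of the preformed complex between 50 nM HP1-beta and 50 nM biotinylated H3K9me3 peptide was read by AlphaScreen. Buffer was PBS pH 7.4 with 0.01% Tween-20. Incubations ran 30 min at room temperature, with 10 ug/mL donor/acceptor beads.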
# Tb PGK inh = qHTS Assay to Find Inhibitors of Phosphoglycerate Kinase. PGK/GAPDH coupled, Kinase-Glo luminescence, 60 min. Potency, µM (doses to about 57.5 µM), without a hit: at the top dose activity change, negative = inhibition, most hits filed as inhibitors. 380,000 compounds, 0.043% hits. AID 602233, 2012; also: potency is read from the fitted curve at half-maximal effect; % is scaled to controls: 0 for no effect and ±100 for the full control effect; nearly all actives have a fitted effect of over 60% in size
#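 Recombinant glycosomal PGK reaction used 1,3-bisphosphoglycerate generated in-well by GAPDH (100nM final) in 100mM TEA pH 7.6, 5mM MgCl2, 0.01% Tween-20. After 60 minutes at room temperature, ATP was read by Kinase-Glo Plus luminescence end-point.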
# rTrxR1 inhibitor = qHTS Assay for Inhibitors of Mammalian Selenoprotein Thioredoxin Reductase 1 (TrxR1): qHTS. Potency, µM (top dose mostly 114 µM), for the others: at the highest dose activity change, negative = inhibition, usual class: inhibitors. recombinant rTrxR1, NADPH fluorescence consumption, selenite substrate. Thioredoxin reductase 1, cytoplasmic (Rattus norvegicus), O89049. 390,000 compounds, 1% hits; also: potency is read from the fitted curve at half-maximal effect; % is scaled to controls: 0 for no effect and ±100 for the full control effect; nearly all actives have a fitted effect of over 65% in size
#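 Rat TrxR1 (90 nM in the dispensed reagent) was pre-reduced with 400 uM NADPH for 5 min at room temperature, then incubated with compound for 15 min. After 400 uM selenite was added, NADPH fluorescence (Ex 340/Em 450 nm) was followed for 8 min.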
# PI4K2A inh = qHTS for small molecular inhibitors of PI4K2A; 420,000 compounds, 0.13% hits; purified PI4K2A, ADP-Glo luminescence, 1 h; stronger effect = lower value; activity change, negative = inhibition, % at 76.9 µM; Phosphatidylinositol 4-kinase type 2-alpha (Homo sapiens), Q9BTU6; in the data active = activity change below about -50%; inconclusive = mostly about -30% to -49%;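 also: -100% = wells without enzyme as full effect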
# Target sequence (Q9BTU6 whole entry, looked up): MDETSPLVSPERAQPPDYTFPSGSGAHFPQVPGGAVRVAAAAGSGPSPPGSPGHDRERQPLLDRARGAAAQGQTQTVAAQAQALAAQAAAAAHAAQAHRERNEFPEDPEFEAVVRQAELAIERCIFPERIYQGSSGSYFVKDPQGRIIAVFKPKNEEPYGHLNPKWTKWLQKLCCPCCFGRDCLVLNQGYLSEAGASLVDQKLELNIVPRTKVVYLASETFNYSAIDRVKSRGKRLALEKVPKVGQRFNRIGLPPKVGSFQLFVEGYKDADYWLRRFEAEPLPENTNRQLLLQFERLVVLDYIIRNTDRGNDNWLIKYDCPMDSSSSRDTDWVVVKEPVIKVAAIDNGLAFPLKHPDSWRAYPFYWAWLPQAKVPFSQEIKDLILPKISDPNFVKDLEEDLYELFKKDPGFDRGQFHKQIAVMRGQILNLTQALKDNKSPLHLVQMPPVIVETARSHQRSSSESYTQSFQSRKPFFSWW
#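 ADP-Glo luminescence measured ADP generated by PI4K2A enzyme (4 ug/mL before mixing) with 1.2 mM PI substrate (pre-mix) and 300 microM ATP (pre-mix). Tris pH7.5 buffer with MgCl2, Triton X-100; 1 h reaction at ambient temperature.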
# mIDH1 inhibitor = qHTS for Inhibitors of mutant isocitrate dehydrogenase 1 (IDH1): qHTS | IDH1-R132H enzyme, NADPH consumption, diaphorase/resazurin fluorescence | Potency, µM (top dose mostly 76.6 µM), for inactives: at the highest dose activity change, negative = inhibition, most hits filed as inhibitors | 390,000 compounds, 0.093% hits | AID 602179, 2012; also: potency is read from the fitted curve at half-maximal effect; % is scaled to controls: 0 for no effect and ±100 for the full control effect; nearly all actives have a fitted effect of over 65% in size
# Target sequence (O75874 whole entry R132H, stated change not applied): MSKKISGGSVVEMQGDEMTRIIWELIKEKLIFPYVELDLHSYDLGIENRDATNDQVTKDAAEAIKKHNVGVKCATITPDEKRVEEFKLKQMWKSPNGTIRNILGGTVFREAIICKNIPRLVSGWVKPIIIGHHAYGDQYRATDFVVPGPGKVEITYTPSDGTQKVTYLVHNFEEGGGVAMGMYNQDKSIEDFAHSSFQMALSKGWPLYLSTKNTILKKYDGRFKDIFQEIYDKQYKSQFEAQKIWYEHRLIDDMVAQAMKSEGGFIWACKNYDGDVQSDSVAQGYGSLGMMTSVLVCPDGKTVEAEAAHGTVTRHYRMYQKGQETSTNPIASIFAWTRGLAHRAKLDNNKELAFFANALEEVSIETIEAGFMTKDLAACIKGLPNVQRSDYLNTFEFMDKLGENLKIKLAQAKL
#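 IDH1-R132H (0.5 ug/mL dispensed) in pH 7.5 Tris buffer was preincubated 30 min with compound, then given a substrate mix of 0.016 mM NADPH and 2 mM alpha-KG for 80 min at room temperature; remaining NADPH was read by diaphorase/resazurin fluorescence.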
# GLS inhibitor = qHTS for Inhibitors of Glutaminase (GLS). Glutaminase kidney isoform, mitochondrial (Homo sapiens), O94925. GLS enzymatic activity, qHTS titration. Potency, µM (series often up to 45.5 µM), without a hit: at the top dose activity change, negative = inhibition, actives largely listed as inhibitors. 410,000 compounds, 0.21% hits. AID 624170, 2012; also: potency is read from the fitted curve at half-maximal effect; % is scaled to controls: 0 for no effect and ±100 for the full control effect
#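 Human kidney-isoform GLS in 45 mM KH2PO4 pH 8.2, 0.02% Tween-20, with compound, started with 1mM L-Glutamine (added stock). Glutamate oxidase/HRP/Amplex red coupled fluorescence read at start and after 30 min at RT.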
# USP1 inh = Inhibitors of USP1/UAF1: Primary Screen; 390,000 compounds, 0.23% hits; recombinant USP1/UAF1, Ub-Rhodamine cleavage fluorescence; Ubiquitin carboxyl-terminal hydrolase 1 (Homo sapiens), O94782; AID 743255, 2014; Potency, µM (titrated, usually from 57.1 µM), for inactives: at the top dose activity change, negative = inhibition, usual class: inhibitors; also: potency is read from the fitted curve at half-maximal effect; % is scaled to controls: 0 for no effect and ±100 for the full control effect; nearly all actives have a fitted effect of over 60% in size; inactives centre near -12
#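 Step one: compound is pinned into 1nM USP1/UAF1 in HEPES pH 7.8 buffer with TCEP. Step two: 15 min room-temperature incubation. Step three: Ub-Rho (150nM final) starts cleavage, tracked by fluorescence over six one-minute reads.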
# * hit, by the source's call; i = inactive; ? = inconclusive; . = no result given; [ ] = another dose, or the depositor's remark. Unless noted, calls follow the shape of the dose curve; as a rule, active = well fitted curve in the direction sought with a large enough effect; inconclusive = small, poorly fitted or top-dose-only effect, or another doubt; inactive = no such curve, though single readings can be large; an effect the other way counts as inactive or inconclusive.
SMILES,TrxR1 substrate,Pin1 inhibitor,HP1b binding inh,Tb PGK inh,rTrxR1 inhibitor,PI4K2A inh,mIDH1 inhibitor,GLS inhibitor,USP1 inh
COC(=O)C1=CO[C@@H](O[C@@H]2O[C@H](CO)[C@@H](O)[C@H](O)[C@H]2O)C2C1C=C[C@@]2(O)CO (stereo partly specified),3%,5%,18%,-4%,-6%,-6,9%,4%,?
CC(C)Oc1ccc(C(=O)O)c(C(=O)O)c1,-17%,-18%,4%,i,3%,5,8%,6%,-2%
CCN(CC)S(=O)(=O)c1cccc(C(=O)NCC(=O)OCC(=O)NCc2ccccc2)c1,2%[57.1 µM],2%,37%[activator],2%,-7%[57.1 µM],0,2%,-1%,-21%
Cc1nc2ccc(NC(=O)N3CCOCC3)cc2s1,15%[57.1 µM],4%,43%[activator],5%,8%[57.1 µM],2,4%,-4%,-9%
Cc1cccc(NC(=O)C2CCN(C(=O)N3CCOc4ccccc43)CC2)c1C,8%[57.1 µM],-4%,20%,-2%,25%[57.1 µM],0,2%,-3%,-16%
CC1=C(C(=O)NCc2ccccn2)C2(CCC(C)CC2)OC1=O (stereo unspecified),8%[57.1 µM],1%,16%,-1%,7%[57.1 µM],-2,2%,0%,-27%
COc1ccc2nc(SCC(=O)NCc3ccc4c(c3)OCO4)[nH]c2c1,-1%,-2%,13%,6%,9%,-1,5%,17%,-5%
O=C1c2ccccc2C(Nc2ccc3c(c2)OCCO3)N1Cc1ccc2c(c1)OCO2 (stereo unspecified),10%[57.1 µM],-3%,-25%,5%,-3%[57.1 µM],2,-11%,6%,-8%
O=C(OCC(=O)N(c1ccccc1)C1CCCCC1)c1ccc(CO)cc1,2%,7%,49%[activator],12%,10%,-3,-3%,2%,-7%
Cc1ccc2c(c1)cc(C(=O)NCc1ccc(F)cc1)n2C,5%,-2%,45%[activator],-7%,18%,2,5%,5%,-16%
CC(=O)c1cccc(NC(=O)CCCSc2ccccc2)c1,-10%,-5%,38%,4%,0%,1,-1%,-10%,-10%
N=c1n(CCN2CCCCC2)c2ccccc2n1CC(=O)c1ccc(Cl)c(Cl)c1,3%,-1%,1%,0%,7%[57.1 µM],-2,11%,-7%,-6%
COCc1cc(C)nc(OCC(=O)N/N=C/c2ccccc2)c1C#N,2%[57.1 µM],6%,19%,5%,0%[57.1 µM],1,1%,0%,?
COc1ccc2c(=O)c(N3C(=O)c4ccccc4C3=O)c(C)oc2c1,5%[57.1 µM],-1%,15%,-8%,8%[57.1 µM],1,7%,0%,-17%
O=S(=O)(N1CCOCC1)n1c(Cc2ccccc2)nc2ccccc21,9%,-1%,36%,-1%,17%,-4,-1%,0%,-5%
COc1ccc(C(=O)NNC(=O)c2ccncc2)cc1[N+](=O)[O-],-3%,1%,43%[activator],5%,7%,-3,-7%,27%,-17%
O=C(COC(=O)c1ccc(Br)cc1)NCCC1=CCCCC1,10%,0%,46%[activator],-8%,14%[57.1 µM],6,-1%,-4%,-15%
CCOc1ccc(C(=O)Nc2ccccc2OC(F)F)cc1,0%,3%,29%,i,13%,0,9%,1%,?
CC(NC(N)=O)C(=O)OCc1ccc(Cl)cc1Cl (stereo unspecified),2%,4%,13%,8%,6%,4,0%,0%,11%
CN(CC(=O)Nc1sccc1C#N)Cc1ccccc1,-8%,12%,40%[activator],-7%,-24%,-1,10%,8%,-16%
CN(C)CCCNC(=O)c1ccc(-c2ccccc2)cc1,8%[57.1 µM],-5%,21%,i,11%[57.1 µM],1,-2%,-4%,-3%
CCCC(CCC)C(=O)Nc1cc(-c2cn3cccnc3n2)ccc1OC,15%[57.1 µM],0%,17%[57 µM],i,10%[57.1 µM],-6,-4%,11%,-10%
COc1ccccc1N1CCN(C(=O)CSc2nc3ccccc3nc2Cc2ccccc2)CC1,2%[57.1 µM],25%,9%[57 µM],-5%,21%[57.1 µM],-14,10%,6%,-28%
Cc1nc(SCC(=O)N2CCNC2=O)c(C#N)c(C)c1C,.,.,.,-9%,.,4,0%,-4%,-14%
CC(C)c1ccc(S(=O)(=O)N2CCCCC2)cc1,2%,6%,74%[activator],1%,9%,2,5%,-1%,-14%

# 6 entries from above, sorted by their value in PI4K2A inh, ascending:
SMILES,TrxR1 substrate,Pin1 inhibitor,HP1b binding inh,Tb PGK inh,rTrxR1 inhibitor,PI4K2A inh,mIDH1 inhibitor,GLS inhibitor,USP1 inh
O=S(=O)(N1CCOCC1)n1c(Cc2ccccc2)nc2ccccc21,9%,-1%,36%,-1%,17%,-4,-1%,0%,-5%
CC1=C(C(=O)NCc2ccccn2)C2(CCC(C)CC2)OC1=O (stereo unspecified),8%[57.1 µM],1%,16%,-1%,7%[57.1 µM],-2,2%,0%,-27%
COc1ccc2nc(SCC(=O)NCc3ccc4c(c3)OCO4)[nH]c2c1,-1%,-2%,13%,6%,9%,-1,5%,17%,-5%
Cc1cccc(NC(=O)C2CCN(C(=O)N3CCOc4ccccc43)CC2)c1C,8%[57.1 µM],-4%,20%,-2%,25%[57.1 µM],0,2%,-3%,-16%
COCc1cc(C)nc(OCC(=O)N/N=C/c2ccccc2)c1C#N,2%[57.1 µM],6%,19%,5%,0%[57.1 µM],1,1%,0%,?
CC(C)c1ccc(S(=O)(=O)N2CCCCC2)cc1,2%,6%,74%[activator],1%,9%,2,5%,-1%,-14%

# The list continues:
SMILES,TrxR1 substrate,Pin1 inhibitor,HP1b binding inh,Tb PGK inh,rTrxR1 inhibitor,PI4K2A inh,mIDH1 inhibitor,GLS inhibitor,USP1 inh
C/C(CC1CC(C)OC1=O)=N\NC(N)=S (stereo unspecified),2%,3%,-12%,.,2%,2,1%,0%,-4%
c1ccc(-c2nnc(CSc3nnc(-c4cccs4)o3)o2)cc1,-3%,-1%,8%,4%,-4%,-1,2%,4%,-9%
COC(=O)c1ccc2c(=O)n(-c3ccccc3F)c(=S)[nH]c2c1,-10%,2%,41%,-3%,-8%[57.1 µM],-1,2%,-5%,-7%
CCOc1ccccc1NC(=O)c1c(NC(=O)COc2ccc(Cl)cc2)sc2c1CCCCC2,0%,3%,9%,10%,-1%,0,-23%,3%,-9%
Cc1cc(C)c(S(=O)(=O)Nc2ccccc2-c2ccccc2)c(C)c1,-6%,7%,87%[activator],-5%,-1%,-2,24%,-2%,-18%
Cc1ccc2c(c1)C(=O)C(=O)N2CC(=O)Nc1ccc(N2CCOCC2)cc1,-4%,-2%,13%,-3%,7%,14,-1%,37%[activator],-13%
Cc1ncc(CO)c2cc(C(=O)Nc3ccccc3Cl)c(=Nc3cccc(C(N)=O)c3)oc12,1%,0%,50%[activator],-1%,6%,-1,-3%,3%,-9%
CCCCN(c1ccccc1)S(=O)(=O)c1cc2c3c(c1)C(C)C(=O)N3CCC2 (stereo unspecified),-8%[57.1 µM],?,27%,3%,-2%[57.1 µM],-3,-12%,0%,-10%
COC(C[C@H](O)C[C@@H](O)COCc1ccccc1)OC,-7%[57.1 µM],1%,36%,i,16%[57.1 µM],0,8%,-4%,-25%
COc1ccc(-c2cncnc2N)cc1OC,.,.,.,3%,.,0,-1%,0%,-26%
O=C(Nc1nnc(-c2ccccc2)s1)c1cc(S(=O)(=O)N2CCOCC2)c(Cl)cc1Cl,-7%,-4%,23%,-4%,-7%,0,6%,10%,4%
CCOC(=O)C1=CC[C@H]2c3c(c4ccccc4n3C)C(=O)C1N2Cc1ccccc1,11%,1%,62%[activator],-4%,44%,-6,4%,2%,-26%
CC(=O)c1ccc(N(C(=O)CNC(=O)c2cccs2)C(C(=O)NCC2CCCO2)c2ccccc2)cc1 (stereo unspecified),0%,0%,16%,2%,-6%,2,11%,-5%,-6%
O=C(Nc1ccc(Cl)cc1)Nc1ccccc1C(=O)NCc1ccco1,11%,0%,6%,-8%,21%,-3,4%,3%,-20%
CCCCC(=O)NCCc1cc2c(C)ccc(C)c2[nH]c1=O,5%,-11%,48%[activator],8%,14%,-2,-3%,-1%,-26%
CCOc1ccc(CCNC(=O)CN2C(=O)NC3(CCCCC3C)C2=O)cc1OCC (stereo unspecified),7%,-1%,?,-2%,31%,-4,8%,-1%,-7%

# The list is partial (hit frequency here may not be typical).
